# Tat export inh – E. coli Tat export inhibitors, primary screen, MC4100, TorA-mCherry reporter, fluorescence, single point | inhibition, % at 10 µM | AID 488895, 2010 | 0.036% of 340,000 active;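 active means mean replicate inhibition at least 50% and at least half of replicates individually reaching 50%; inconclusive means only one of the two criteria met; inactive means neither criterion met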;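 further: exported cargo escapes ClpAP degradation while cytoplasmic cargo is degraded and loses fluorescence; 0% = median of neutral control wells and 100% = median of NaSCN control wells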
# Wnt act – Wnt/beta-catenin pathway activators, primary screen, cell-based, plate reader, single point. AID 743398, 2014. 1.2% of 300,000 active. Wnt/beta-catenin reporter cell assay, activator. activation, % at 9.35 µM; in the data active means activation above about 30%, passing the limit was not always enough; inconclusive means no clear call, values can overlap the other calls;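 further: 0% = neutral control wells and 100% = positive control wells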
# V-ATPase pHluor – regulators of yeast V-ATPase proton pumping, primary screen, pHLuorin cytosolic pH fluorescence; S. cerevisiae; response, % at 10 µM; 0.37% of 350,000 active; AID 504577, 2011; in the data active means response mostly above about 7.3%, no sharp cut-off; inactive means mostly below about 5.4%; further: actives read high; inactives centre near 0; some compounds called inactive have numbers as strong as hits
# MITF TRPM1 HTS – activators of MITF-driven TRPM1 promoter reporter, primary screen, cell-based, SK-MEL-5, luciferase, single point; 0.75% of 300,000 active; activation, % at 12.5 µM; SK-MEL-5 TRPM1-promoter luciferase, 24 h; % of positive control, neutral wells = 0;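 active means mean activation of at least 80% with every replicate also reaching 80%; inconclusive means mean reaches 80% but some replicate falls short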;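 further: 0% = neutral control wells and 100% = parthenolide positive control wells; values of inactives mirror those of a sister screen read the other way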
# cardiac RTF act – cardiac RTF calcium sensitivity activators, primary screen, biochemical, IANBD-TnC fluorescence, EC20 calcium; 0.24% of 340,000 active; Troponin I, cardiac muscle (Homo sapiens) + Troponin T, cardiac muscle (Homo sapiens) + …; activation, % at 7.2 µM; IANBD-labeled TnC RTF fluorescence at EC20 calcium; 0% EC20 calcium, 100% full calcium;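 active means activation above the mean over all tested compounds plus 3 SD, cut at about 30% in these data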;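 further: rise in fluorescence read as greater calcium sensitivity of cardiac thin filaments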
# dFosB activator – activators of delta FosB homodimer, primary screen, biochemical, fluorescence polarization, TAMRA-CDK5 oligo, single point. purified delta FosB; percent of positive-control signal above neutral wells. activation, % at 25 µM. 0.99% of 340,000 active;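 active means mean activation above about 17%, with every replicate also reaching it, limit read from the data, passing the limit was not always enough; inconclusive means only one of the two conditions met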;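 further: fluorescence polarization rise as delta FosB binds a TAMRA Cdk5 AP-1 oligo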
# Target sequence (P13346 whole entry, looked up): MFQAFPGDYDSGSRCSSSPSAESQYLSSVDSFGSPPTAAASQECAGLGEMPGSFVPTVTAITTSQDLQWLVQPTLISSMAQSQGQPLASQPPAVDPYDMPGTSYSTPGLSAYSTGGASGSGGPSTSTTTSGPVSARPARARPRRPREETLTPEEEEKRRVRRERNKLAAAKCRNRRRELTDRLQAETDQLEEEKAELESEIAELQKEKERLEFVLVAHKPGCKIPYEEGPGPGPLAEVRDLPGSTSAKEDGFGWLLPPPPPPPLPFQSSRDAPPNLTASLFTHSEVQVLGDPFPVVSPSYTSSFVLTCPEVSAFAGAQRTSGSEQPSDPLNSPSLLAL
# Rtt109 Vps75 – inhibitors of C. albicans Rtt109/Vps75 HAT, primary screen, biochemical, ThioGlo CoA-SH fluorescence, plate reader; Histone acetyltransferase RTT109 (Candida albicans (strain SC5314 / ATCC MYA-2876)), …; purified Rtt109/Vps75, 4 h; inhibition, % at 34.9 µM; 0.16% of 330,000 active;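 active means inhibition of at least 50% in every replicate; inconclusive means best replicate reaches 50% inhibition but some replicates fall short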
# Target sequence (Q5AAJ8 whole entry, looked up): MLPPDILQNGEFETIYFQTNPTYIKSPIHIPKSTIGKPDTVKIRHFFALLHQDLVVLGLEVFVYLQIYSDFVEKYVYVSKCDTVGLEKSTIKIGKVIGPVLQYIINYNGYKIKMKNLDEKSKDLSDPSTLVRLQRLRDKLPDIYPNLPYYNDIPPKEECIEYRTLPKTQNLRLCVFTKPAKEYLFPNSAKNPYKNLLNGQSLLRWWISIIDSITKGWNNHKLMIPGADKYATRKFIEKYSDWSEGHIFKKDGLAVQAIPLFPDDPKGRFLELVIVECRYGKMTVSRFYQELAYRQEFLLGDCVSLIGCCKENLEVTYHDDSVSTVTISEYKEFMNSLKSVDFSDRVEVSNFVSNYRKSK
# CAL PDZ FP-1 – untagged CAL PDZ binding inhibitors, primary screen, biochemical, fluorescence polarization, HTS | Golgi-associated PDZ and coiled-coil motif-containing protein (Homo sapiens), Q9HD26 | purified CAL PDZ, TMR-peptide fluorescence polarization, 1 h | inhibition, % at 24.9 µM | 0.92% of 300,000 active | AID 602252, 2012;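 active means mean inhibition of at least 30% with at least half of replicates also reaching 30%; inconclusive means no clear call, values can overlap the other calls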;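 further: 0% = DMSO neutral control and 100% = excess unlabeled competitor peptide PRC23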
# CDK5 inh – inhibitors of human CDK5/p35 kinase, primary screen, biochemical, single concentration; Cyclin-dependent kinase 5 (Homo sapiens) + Cyclin-dependent kinase 5 activator 1 (Homo …; Recombinant CDK5/p35, ADP-Glo luminescence, 60 min; inhibition, % at 10 µM; 0.01% of 330,000 active; AID 488839, 2010;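 active means highest replicate inhibition of at least 50% and at least 75% of replicates reaching 50%; inconclusive means only one of the two criteria met; inactive means both criteria failed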;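 further: plate controls were DMSO neutral control for no effect and GW8510 at 10 µM for full effect; many of its hits are not listed in these tables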
# CAL PDZ FP-2 – CAL PDZ peptide-binding inhibitors, primary screen, biochemical, fluorescence polarization, Cer-tagged CAL PDZ, HTS | AID 504414, 2011 | 0.02% of 330,000 active | purified CAL PDZ, TMR-peptide fluorescence polarization, 1 h | inhibition, % at 20 µM | Golgi-associated PDZ and coiled-coil motif-containing protein (Homo sapiens), Q9HD26;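 active means highest replicate inhibition of at least 40%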;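 further: plate controls were DMSO neutral control wells for no effect and unlabeled competitor peptide control wells for full effect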
#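 Read-out basis: mP drop reported as inhibition | Assay system: Tagged CAL PDZ protein CerCALP, purified | Benchmarks: Unlabelled peptide for full inhibition, DMSO wells as neutral | Schedule: 1 h incubation at room temperature before polarization reading | Buffer or medium: Sodium phosphate/NaCl buffer pH 7.4 with TCEP, IgG, Thesit | Doses: Single point, 20 µM | Measured by: Fluorescence polarization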
# Numbers without * were called inactive; ? = inconclusive; nt = not tested or not shown.
SMILES,Tat export inh,Wnt act,V-ATPase pHluor,MITF TRPM1 HTS,cardiac RTF act,dFosB activator,Rtt109 Vps75,CAL PDZ FP-1,CDK5 inh,CAL PDZ FP-2
COc1ccc(CNC(=O)CC2C[C@H](C(=O)N3CCCCC3)[C@@]3(C)c4[nH]c5ccccc5c4CCN3C2=O)cc1OC (stereo partly specified),-3,-1,1,-4,-9,-11,0,-6,-1.1,0.4
CCOC(=O)N1CCN(c2c(NCC3CCCO3)c(=O)c2=O)CC1 (stereo unspecified),15,-3,-1,-8,3,2,6,nt,1.8,-0.5
O=C(CC(c1ccccc1)c1cc(Br)ccc1O)NCCCN1CCOCC1 (stereo unspecified),-11,0,1,-12,3,0,4,-2,0.4,-0.7
O=C(NCc1cccs1)C1CCN(S(=O)(=O)c2ccc(Br)s2)CC1,0,nt,-10,-6,-1,-9,5,-2,0.4,-1.5
COc1cc(CN2CCCC(CCC(=O)NCc3ccc(C)o3)C2)cc2c1OCO2 (stereo unspecified),3,-1,-3,8,-7,-4,2,-2,0.4,-1.9
Clc1ccc(-c2cc(-c3ccccn3)on2)c(Cl)c1,-2,22,2,-16,-1,0,2,nt,1.7,-0.6
OC(COc1cc(Cl)c(Cl)cc1Cl)CN1CCN(c2ncccn2)CC1 (stereo unspecified),0,-11,-2,-1,5,-9,-8,2,-0.6,-0.3
Cc1nc2ccccc2c2oc(C(=O)NCc3ccccn3)cc12,5,-1,-1,-10,0,-34,0,-3,1.9,nt
CCOC(=O)CN(C(=O)CNC(=O)c1ccco1)C(C(=O)NC1CCCC1)c1ccccc1OCC (stereo unspecified),3,nt,4,-3,-5,-2,4,-9,-0.5,-1.6
Nc1ncnc2c1ncn2[C@@H]1O[C@H](CNC(=O)[C@H]2CCC(=O)N2)[C@@H](O)[C@H]1O,0,0,2,14,0,1,-7,-1,2.9,1.1
COc1ccccc1CC(=O)NN1C(=O)NC2(CCC(C)CC2)C1=O (stereo unspecified),1,-3,-2,4,1,2,17,-6,0.6,-0.5
Cc1cc(C(=O)Nc2c(F)cc(F)cc2Br)n(-c2ccccc2)n1,-22,3,-1,-13,12,-8,0,-2,0.1,0.6
CCN(CC(=O)Nc1ccc(OC)cc1)C(=O)c1cc(S(=O)(=O)N2CCOCC2)ccc1N1CCCC1,-1,-3,4,-16,2,0,7,nt,-3.2,-0.7
Cc1ccc(S(=O)(=O)N2CC=C(C(=O)NCCC(C)C)CC2)cc1,-1,5,0,-4,3,-4,-3,-5,-1.0,-0.5
O=S(=O)(NCCCCCCNS(=O)(=O)c1c(F)cccc1F)c1ccc2c(c1)OCCO2,4,1,-1,15,2,-4,-10,1,-0.7,-1.0
Nc1cccc2c1C(=O)N(C(=O)c1cccc(S(=O)(=O)N3CCCC3)c1)C2=O,-10,nt,1,nt,4,-9,-5,nt,1.2,-0.3
O=S(=O)(c1ccc2ccccc2c1)n1cccn1,-8,4,-7,-2,-3,-2,-6,1,-0.4,-1.6
CCC1C(=O)N=C(SCC(=O)Nc2ccc(S(N)(=O)=O)cc2)NC1=O (stereo unspecified),4,-15,-2,4,1,-2,-12,nt,-1.8,0.0
Cc1ccc(NC(=O)C2CCCN2S(=O)(=O)c2ccc(F)cc2)c(C)c1 (stereo unspecified),2,-3,-2,-11,-2,-2,-3,-4,-1.1,-2.3
CCn1c(C)nc2cc(C(=O)N/N=C(\C)c3ccc(N4CCOCC4)cc3)ccc21,-3,0,-1,10,2,-10,-2,-2,1.1,-2.6
CC1(C)NC(=O)N(CCCCOc2ccc3c(c2)CCC3)C1=O,2,nt,1,22,-1,-2,-8,0,-1.3,nt
CCOc1ccc(NS(=O)(=O)c2coc(C(N)=O)c2)cc1,1,-3,0,nt,0,-7,1,nt,0.4,-1.0
CCOC(=O)c1cn(Cc2ccc(C)cc2)nn1,-10,nt,-1,3,-2,1,14,-4,0.4,-0.2
O=C(c1ccc(-c2ccccc2)cc1)C1CCCN(C(=O)c2ccncc2)C1 (stereo unspecified),0,-3,6,9,1,-14,10,-3,0.7,-2.8
O=C(CCSCCC(=O)NCc1ccc(F)cc1)NCc1ccc(F)cc1,5,nt,-3,-7,8,0,-1,0,-0.3,-2.5
COc1ccc(C)cc1S(=O)(=O)N(C)CC(=O)Nc1ccc2c(c1)OCO2,-6,-1,-7,-7,-4,-12,-21,-2,-1.0,-2.7
COc1cc([N+](=O)[O-])ccc1NC(=O)CCCOc1cccc(C)c1C,-18,nt,13,-1,-1,1,-5,0,0.7,-0.2
C/C(=N/NS(=O)(=O)c1ccc(C)c(C)c1)c1ccncc1,21,0,0,2,1,-3,0,-5,-2.5,-2.1
COC(=O)c1ccc(C(=O)NC2CCCc3c2cnn3-c2cc(F)cc(F)c2)nc1 (stereo unspecified),-7,-2,-1,-25,0,-13,3,nt,-3.4,-0.4
CC1CCCCN1C(=S)NCCc1ccccc1 (stereo unspecified),-2,37*,nt,nt,2,-10,7,-5,0.8,-4.3
CCCc1nnc(NC(=O)CC(C)c2ccccc2)s1 (stereo unspecified),10,2,2,-2,4,-9,-4,nt,1.3,-2.9
COCCCN1C(=O)C(=O)/C(=C(/O)c2ccc(OC)cc2C)C1c1cccnc1 (stereo unspecified),-5,2,4,nt,4,1,12,-1,0.6,-0.2
C=C1SC(=Nc2c(C)cc(C)cc2C)N(C(=O)c2sc3ccccc3c2Cl)C12CCCCC2,-11,-7,-2,-10,6,-9,5,-4,-0.3,-0.9
O=C(Oc1cccc(N2C(=O)CCC2=O)c1)c1ccccc1,-2,6,2,nt,-2,-6,-7,-5,-1.2,-0.7
O=C(CNCC1CCCO1)NCc1ccco1 (stereo unspecified),19,-2,2,1,6,4,-5,2,-4.5,-0.6
O=C(COc1ccc(S(=O)(=O)Nc2ccccc2)cc1)NCc1cccnc1,-5,nt,1,-17,-5,-11,3,15,nt,-1.0
CCCCN1C(=O)C(=O)N(CC(=O)Nc2ccccc2C(C)=O)C1=O,-1,-4,-1,nt,-2,-2,16,-3,0.5,0.2
FCCCOc1ccc(-c2ccnc(-c3ccccc3)n2)cc1,5,-2,0,9,2,-12,1,-11,-1.0,-0.8
CCOC(=O)c1ccc(NC(=O)CSc2nnnn2C2CCCCC2)cc1,-5,nt,-2,nt,6,-8,13,nt,-0.4,1.0
O=C(N/N=C\c1ccc(COc2ccc([N+](=O)[O-])cc2)o1)c1cccc(Cl)c1,3,0,5,4,-5,10,-1,-2,-0.3,-2.1
Cc1ccc(-c2nc3cccnc3s2)cc1NS(=O)(=O)c1ccc2c(c1)CCCC2,5,7,4,5,4,-12,2,nt,-0.2,-2.9
Cc1cccc(OCc2nc(-c3ccccn3)n[nH]2)c1,12,nt,4,17,-4,-3,1,nt,0.5,0.1
NCc1nc(-c2ccc(Cl)cc2)no1,8,0,7,-6,-9,4,nt,-1,-0.7,-2.4
CCc1ccc(C(=O)NN=C2CCCCCC2)s1,1,0,0,-3,-6,-3,-9,-2,0.0,0.6
C/C(N)=C(/C#N)C(=O)COC(=O)C(c1ccccc1)c1ccccc1,-6,-1,-1,5,3,-7,-12,0,0.8,-0.4
O=C(O)c1ccc(Nc2ncnc3scc(-c4ccccc4)c23)cc1,0,-3,1,-11,7,-4,1,-4,0.6,-0.8
Cc1ccc([C@@H]2[C@@H]3C(=O)N(c4ccccc4)C(=O)[C@@H]3[C@]3(C)C(=O)N(Cc4ccccc4)CC(=O)N23)o1,3,-1,-3,6,8,12,3,-4,-2.9,-0.2
CCCC(=O)NC1=C(C#N)C2(CCCC2)Cc2ccccc21,?,nt,-3,1,7,-4,7,-1,-1.3,-2.1
O=C(Nc1ccc(S(=O)(=O)Nc2ncccn2)cc1)C(F)(F)F,-3,0,2,nt,-3,-6,1,7,-0.4,0.0
O=C(O)c1cc(S(=O)(=O)Nc2ccc3c(c2)OCCO3)c(Cl)cc1Cl,-5,-14,-1,-11,4,5,-3,-2,0.3,-0.6
COc1ccccc1/C=C\C(=O)NCC(=O)N/N=C/c1ccc(O)cc1O,3,3,2,-7,-3,2,11,-3,0.5,-4.5
CCCOC1CCCN(C(=O)CCc2nnc(CCCCc3ccccc3)o2)C1 (stereo unspecified),-4,1,-3,nt,-2,-3,7,nt,-2.0,-0.2
Cc1ccc2c(c1)CCCN2C(=O)c1c(C)noc1C,0,nt,0,-2,7,-7,3,-6,-1.5,-1.8
Cn1c(N)c(S(=O)(=O)N2CCN(C(=O)c3ccco3)CC2)c(=O)n(C)c1=O,-7,26,1,-5,3,-1,18,4,0.5,-1.3
CC(=O)OCC(=O)[C@@]1(OC(C)=O)[C@@H](C)C[C@H]2[C@@H]3C[C@H](F)C4=CC(=O)C=C[C@]4(C)[C@@]3(F)[C@@H](O)C[C@@]21C,-8,-5,-2,20,4,-8,5,-6,-1.6,-0.1
CC(=O)C[C@H](O)CC(=O)[C@H]1OC(=O)CCCCCCCCc2ccccc21,-8,30,-2,19,-4,-6,1,0,-0.5,0.0
O=C(Nc1ccc(S(=O)(=O)Nc2cnc3ccccc3n2)cc1)c1ccc([N+](=O)[O-])cc1Cl,-2,0,-2,nt,-5,3,9,0,-0.2,0.1
CN(C(=O)COC(=O)c1ccc(Cl)c(N)c1)c1ccccc1,-2,-2,1,6,nt,-2,1,30,-0.9,-0.4
COc1cccc(C(=O)Nc2nnc(-c3ccc(F)cc3)o2)c1,1,-1,2,nt,-6,2,3,0,0.5,-2.4
COc1ccc(Cn2nc(C)cc2C)cc1OC,8,-1,1,nt,2,-3,nt,0,0.6,-2.6
COC(=O)c1c(-c2ccc(OC)cc2)oc2ccc(-c3ccc(OC)nc3)cc12,17,-3,-3,11,-4,2,-3,-2,0.4,-0.3
COCCn1c(Cc2cccn2C)nnc1SCC(=O)Nc1nccs1,-3,-8,2,-10,-3,-4,-4,-1,-6.5,-2.5
COc1cccc(-n2c(C)nnc2SCC#N)c1,10,nt,2,-7,0,-1,1,nt,-0.3,-0.9

# Source: PubChem BioAssay (several laboratories)
